High-throughput results from PubChem BioAssay.
CCHFV vOTU inh – blocks the CCHF virus ovarian tumor domain protease. CCHFV vOTU protease, Pep-AMC fluorescence. inhibition, % at 11.5 µM. actives 0.55% (n = 370,000). AID 651958; in the data active = inhibition above about 30%; also: 0% = vehicle wells with enzyme and 100% = no enzyme wells
3CLpro inhibitor – SARS-CoV 3CLpro protease inhibition; P0C6X7; recombinant SARS-CoV 3CLpro, quenched FRET peptide cleavage; inhibition, % at 6 µM; actives 0.14% (n = 290,000); in the data active = inhibition above about 12%
SSB-PriA inh – K. pneumoniae PriA-SSBct interaction inhibition; actives 0.6% (n = 430,000); AlphaScreen SSBct-PriA binding, biotinylated peptide; AID 1272365; inhibition, % at 33 µM; in the data active = inhibition mostly above about 37%, no sharp cut-off; inactive = mostly below about 20%;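 also: plate controls were negative control peptide for no effect and reference peptide for full effect; strong numbers were not always called active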
Vc quorum ag – induces V. cholerae light production without autoinducers; V. cholerae BH1578 lux reporter, luminescence, 6 h; activation, % at 18.7 µM; actives 0.16% (n = 350,000); AID 588436; in the data active = activation mostly above about 9.7%, no sharp cut-off; inconclusive = no clear call, values can overlap the other calls; inactive = mostly below about 3.7%; also: not every result past the cut was called active; inactives centre near 0; reference of the scale not given here
DUSP3 inh – DUSP3 (human) phosphatase inhibition; inhibition, % at 13.3 µM; AID 1654; actives 0.52% (n = 290,000); recombinant VHR phosphatase, pNPP absorbance; P51452; in the data active = inhibition above about 50%; also: some compounds called inactive have numbers as strong as hits
Target sequence (P51452 whole entry, looked up): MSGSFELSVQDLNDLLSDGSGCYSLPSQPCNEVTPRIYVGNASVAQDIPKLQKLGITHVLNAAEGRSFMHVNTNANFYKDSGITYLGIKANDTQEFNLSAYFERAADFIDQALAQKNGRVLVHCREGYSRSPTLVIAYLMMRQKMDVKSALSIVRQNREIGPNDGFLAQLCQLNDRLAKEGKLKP
BoNT-A LC inh2 – inhibitors of Botulinum neurotoxin A light chain protease; multiplex microsphere protease substrate cleavage, flow cytometry; inhibition, % at 10 µM; actives 0.17% (n = 360,000); AID 588499; also: plate controls were buffer without enzyme for full effect and enzyme alone for no effect
TcdB inh – TcdB glycohydrolase inhibition; P18177; TcdB glycohydrolase enzymatic assay, plate reader; inhibition, % at 9.99 µM; actives 0.24% (n = 350,000); AID 652162; in the data active = inhibition above about 10%
Anthrax LF prot – blocks Bacillus anthracis lethal factor protease | P15917 | multiplex microsphere protease cleavage assay, LF | inhibition, % at 10 µM | actives 0.12% (n = 360,000); also: plate controls were buffer without enzyme for full effect and enzyme alone for no effect
Target sequence (P15917 whole entry, looked up): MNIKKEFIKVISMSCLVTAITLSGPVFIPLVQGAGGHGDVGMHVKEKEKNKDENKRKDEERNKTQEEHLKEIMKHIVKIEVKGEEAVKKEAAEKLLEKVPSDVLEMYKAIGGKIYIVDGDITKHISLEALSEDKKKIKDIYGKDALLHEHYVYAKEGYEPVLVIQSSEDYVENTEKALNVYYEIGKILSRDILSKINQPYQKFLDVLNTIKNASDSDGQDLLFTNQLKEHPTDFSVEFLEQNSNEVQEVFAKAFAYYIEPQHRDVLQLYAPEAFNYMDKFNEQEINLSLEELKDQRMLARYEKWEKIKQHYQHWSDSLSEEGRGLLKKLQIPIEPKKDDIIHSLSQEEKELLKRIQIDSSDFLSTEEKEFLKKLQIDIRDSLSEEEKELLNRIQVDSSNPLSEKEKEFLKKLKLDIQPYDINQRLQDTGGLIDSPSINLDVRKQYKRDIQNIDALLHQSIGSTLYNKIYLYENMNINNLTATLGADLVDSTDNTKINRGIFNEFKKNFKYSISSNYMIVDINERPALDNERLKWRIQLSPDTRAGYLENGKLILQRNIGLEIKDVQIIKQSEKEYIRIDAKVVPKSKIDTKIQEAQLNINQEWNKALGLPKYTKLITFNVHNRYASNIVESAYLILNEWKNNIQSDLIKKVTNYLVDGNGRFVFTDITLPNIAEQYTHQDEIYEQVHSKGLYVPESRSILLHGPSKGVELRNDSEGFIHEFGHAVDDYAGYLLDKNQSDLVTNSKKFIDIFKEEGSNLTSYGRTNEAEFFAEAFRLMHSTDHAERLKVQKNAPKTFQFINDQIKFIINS
PfHsp40 yeast – rescue of PfHsp40-mediated yeast toxicity. AID 504582. growth rescue, % at 12.5 µM. actives 0.68% (n = 340,000). S. cerevisiae expressing PfHsp40, growth rescue, ATP luminescence; in the data active = growth rescue above about 28%, passing the limit was not always enough; inconclusive = no clear call, values can overlap the other calls;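 also: yeast W303a lacking pdr1 and pdr3 grown in galactose medium; growth measured after three days at 30 °C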
Y pestis TopoI – Y. pestis Topo-I inhibition via cleavage products | Y. pestis Topo-I cleavage product accumulation, plate reader | activity, % at 10 µM | actives 0.064% (n = 360,000) | AID 504884; in the data active = activity above about 50%, passing the limit was not always enough; inconclusive = no clear call, values can overlap the other calls; also: inactives centre near 2
Active calls of the source: *; i = inactive; ? = inconclusive; / = not tested or not shown; & = joins results of further samples. Rule as the data show it, unless noted: active = inhibition above about 30%; inconclusive = no clear call, values can overlap the other calls; inactive = below that.

SMILES	CCHFV vOTU inh	3CLpro inhibitor	SSB-PriA inh	Vc quorum ag	DUSP3 inh	BoNT-A LC inh2	TcdB inh	Anthrax LF prot	PfHsp40 yeast	Y pestis TopoI
CC(=O)c1sc(NC(=O)C2CCN(c3ncnc4sc(C)c(C)c34)CC2)nc1-c1ccccc1	2	/	-12	i	/	1.1	0.0	0	-0.9	5
Clc1cccc(-c2cccc3nccn23)c1Cl	-8	/	/	-0.7	/	0.3	1.5	0	/	7
CCOC(=O)Cc1csc(NC(=O)Nc2cccc(Cl)c2)n1	10	-1	-7	i	1	-0.2	0.9	1	1.1	-1
CC1CCN(S(=O)(=O)Cc2ccccc2Cl)CC1	10	10	-21	i	-16	-0.3	/	3	4.3	2
O=C(O)CSc1ccn(Cc2ccccc2)c1	5	/	/	i	/	-0.8	0.2	-4	/	-1
CC1C(=O)N2CCCc3cc(NC(=O)C(=O)NCCCc4ccccc4)cc1c32 (stereo not drawn)	5	/	13	i	/	0.5	2.1	-4	0.7	21
FC(F)C(F)(F)Oc1cccc(Nc2nccn3c(-c4cccc5ccccc45)cnc23)c1	6	/	/	i	/	-0.3	0.7	-7	/	4
COc1ccc(S(=O)(=O)Oc2ccccc2C(=S)N2CCOCC2)cc1	-7	-3	/	-0.4	-2	-2.1	-0.2	-1	0.1	5
O=C1NCN(c2ccccc2)C12CCN(C(c1nnnn1-c1ccc3c(c1)OCCO3)C1CC1)CC2 (stereo not drawn)	-7	/	/	/	/	0.0	0.1	6	/	/
COc1ccc(S(=O)(=O)NN(C)C(=O)c2nn(-c3ccccc3)ccc2=O)cc1	-3	-2	-3	i	-12	-0.7	0.5	-10	0.2	4
COC(=O)c1ccc(N=NNc2cccc(Br)c2)cc1	8	-4	17	i	2	0.0	0.4	-1	0.4	8
CC(=O)Nc1ccc(NC(=O)C(C)OC(=O)c2ccc(S(=O)(=O)N3CCCCCC3)cc2)cc1 (stereo not drawn)	1	/	-3	i	/	0.0	0.3	-2	-0.4	0
CCCCN(C)C(=O)C1CCC(=O)N(c2cc(OC)c(OC)c(OC)c2)C1c1ccc(OC)cc1 (stereo not drawn)	-10	-3	-11	i	40	0.1	/	1	-0.7	7
O=C(CN1C(=O)S/C(=C\c2cccs2)C1=O)Nc1ccc(O)c(C(=O)O)c1	13	1	13	-0.3	4	0.7	0.1	-1	-2.0	-4
CCOC(=O)N1CCN(S(=O)(=O)c2ccc(F)cc2)CC1	14	-1	-20	0.9	22	-0.2	0.1	-1	0.5	8
CCCCn1c(O)c(C=Nc2c(C)n(C)n(-c3ccccc3)c2=O)c(=O)[nH]c1=O	-3	-1	0	i	17	-0.1	/	-10	2.4	9
Cc1cccc(OCC(=O)N/N=C\c2cn(C)c3ccccc23)c1	3	1	/	0.8	6	0.1	-0.2	2	-0.8	38
COc1ccc(CNCc2ccncc2)c(OC)c1	-10	5	-6	i	-28	-3.6	-0.8	-17	-0.2	-10
O=C(Nc1cccc(-c2cn3ccccc3n2)c1)c1cc2ccccc2oc1=O	15	-5	-10	-0.3	-7	-0.8	0.6	-4	0.5	12
COc1cccc(OCC(=O)Nc2ccccc2NC(C)=O)c1	-3	1	-11	-0.9	24	-1.1	/	0	0.9	4
C/C(=N\NC(=O)CN(c1ccccc1)S(=O)(=O)c1ccccc1[N+](=O)[O-])C(C)(C)C	9	4	/	-0.2	17	1.6	1.3	-3	0.3	-8
COC(=O)CSc1ncc(C#N)c(N)n1	7	-5	-2	-0.3	20	-1.1	/	6	0.9	11
Oc1[nH]c2ccc(Br)cc2c1N=NC(=S)Nc1ccc(F)cc1	9	1	-10	-0.4	8	1.0	0.6	-1	-0.1	-8
c1ccc(-c2ccccc2OCCN2CCOCC2)cc1	2	2	-2	-0.1	-4	-0.5	2.4	1	0.2	4
CC(=O)Oc1ccc(-c2cccc(C(=O)NCCO)c2)cc1	-3	-1	-2	-1.4	26	-0.1	1.7	-3	0.1	4
COc1cc(C(CC(=O)Nc2cc(C)ccn2)N2Cc3ccccc3C2=O)cc(OC)c1OC (stereo not drawn)	-15	1	-16	i	-29	0.9	-0.3	10	-0.5	-2
COc1ccc(NC(=S)NNC(=O)CNc2ccc(Cl)cc2)cc1	12	0	-7	-0.1	5	0.3	0.0	0	2.7	-5
CN1CCN(S(=O)(=O)c2cccc(C(=O)Nc3cccc([N+](=O)[O-])c3)c2)CC1	-4	/	-12	-0.3	/	0.7	1.5	3	-0.1	-12
CCn1nc(C(=O)Nc2nc3ccccc3[nH]2)c2ccccc2c1=O	9	6	-8	i	-5	0.6	/	2	2.6	-6
CN(Cc1ccccc1)C(=O)COC(=O)c1ccc2ccccc2n1	4	6	-9	-0.5	-20	-0.9	5.6	-2	0.4	12
O=C(c1ccco1)n1nc(-c2ccco2)nc1SCc1ccccc1	4	2	-13	-2.1	29	2.6	/	2	1.1	-7
O=C(O)c1cc(C(=O)O)c(-c2ccccc2)c(C(=O)O)c1	-1	0	0	-0.2	13	-1.4	/	-4	0.4	-1
CCc1nc(N2CCC(C)CC2)c2oc3ccccc3c2n1	12	-2	-26&-35	i	-8	-0.9	2.7	-7	3.0	32
CCN1CCN(C(CNS(=O)(=O)c2ccc(Cl)cc2)c2ccccc2)CC1 (stereo not drawn)	6	4	-14	-0.5	-15	-2.1	1.3	1	0.6	-2
COC(=O)C1=C(C)N(Cc2ccccc2)C(=NCc2cc(OC)c(OC)c(OC)c2)N[C@H]1CCc1ccccc1	-1	/	21	i	/	0.6	0.9	-1	0.6	11
O=C(CNC(=S)N(CCCN1CCOCC1)Cc1cccs1)NCc1ccccc1	3	1	3	-0.4	-4	-0.6	1.6	-1	1.7	12
CCc1nnc(NC(=O)c2nc(Cl)ccc2Cl)s1	-8	-1	-37	-7.7	24	-1.0	1.0	2	0.9	2
CCC1(c2ccccc2)NC(=O)N(CC(=O)Nc2ccc(S(=O)(=O)NC3=NCCCCC3)cc2)C1=O (stereo not drawn)	-6	/	4	1.2	/	2.0	1.1	-4	0.0	10
CC(CP(=O)(O)O)NC(=O)Cc1ccccc1 (stereo not drawn)	-6	-1	-8	i	23	0.7	/	4	-0.7	0
COc1cc(OC)cc(-c2c(-c3cccs3)c3cc(-c4ccc(OC)cc4F)ccc3n2C)c1	7	/	10	4.5	/	0.4	1.1	-3	-1.6	-7
CCC(c1nnnn1C(C)C)N1CCN(C2CCCC2)CC1 (stereo not drawn)	7	3	3	0.7	0	-0.7	/	-5	0.1	-1
CCOc1ccc(C2C(C(=O)Nc3cc(C)on3)c3ccccc3C(=O)N2CCN2CCOCC2)cc1 (stereo not drawn)	-4	5	-14	-1.1	37	0.1	0.3	-1	0.0	2
O=C(O)C1(Nc2ccccc2)CCCC1	15	/	-6	-1.0	/	-0.1	-26	2	-1.4	10
COc1ccc(C(=O)N2CCCc3ccccc32)cc1	-1	2	-1	-0.7	2	-0.2	/	-6	1.3	11
O=C1NN(c2ccccc2)C(=O)/C1=C/c1ccc(Sc2cccc3ccccc23)o1	11	3	4	i	51*	-0.7	/	0	-0.9	-9
CC(=O)Nc1ccc2c(c1)nc(CCNC(=O)c1ccco1)n2C	19	-5	-1	0.3	8	-0.9	0.0	0	0.6	-8
COc1cc(CNc2ncnc3c2ncn3[C@H]2CN(Cc3ccc(C(=O)O)cc3)C[C@@H](CO)O2)cc(OC)c1OC	-7	/	/	3.0	/	-0.5	1.0	-4	/	2
O=C1NCCn2ccc(=O)cc21	6	3	-5	-0.1	6	-0.7	0.1	-2	-1.0	9

Sorted by SMILES length (rising): part of the list above.
SMILES	CCHFV vOTU inh	3CLpro inhibitor	SSB-PriA inh	Vc quorum ag	DUSP3 inh	BoNT-A LC inh2	TcdB inh	Anthrax LF prot	PfHsp40 yeast	Y pestis TopoI
CCc1nc(N2CCC(C)CC2)c2oc3ccccc3c2n1	12	-2	-26&-35	i	-8	-0.9	2.7	-7	3.0	32
COc1cccc(OCC(=O)Nc2ccccc2NC(C)=O)c1	-3	1	-11	-0.9	24	-1.1	/	0	0.9	4
O=C(c1ccco1)n1nc(-c2ccco2)nc1SCc1ccccc1	4	2	-13	-2.1	29	2.6	/	2	1.1	-7
Oc1[nH]c2ccc(Br)cc2c1N=NC(=S)Nc1ccc(F)cc1	9	1	-10	-0.4	8	1.0	0.6	-1	-0.1	-8
CCn1nc(C(=O)Nc2nc3ccccc3[nH]2)c2ccccc2c1=O	9	6	-8	i	-5	0.6	/	2	2.6	-6
O=C(CNC(=S)N(CCCN1CCOCC1)Cc1cccs1)NCc1ccccc1	3	1	3	-0.4	-4	-0.6	1.6	-1	1.7	12
CN1CCN(S(=O)(=O)c2cccc(C(=O)Nc3cccc([N+](=O)[O-])c3)c2)CC1	-4	/	-12	-0.3	/	0.7	1.5	3	-0.1	-12
O=C1NCN(c2ccccc2)C12CCN(C(c1nnnn1-c1ccc3c(c1)OCCO3)C1CC1)CC2 (stereo not drawn)	-7	/	/	/	/	0.0	0.1	6	/	/
CC(=O)Nc1ccc(NC(=O)C(C)OC(=O)c2ccc(S(=O)(=O)N3CCCCCC3)cc2)cc1 (stereo not drawn)	1	/	-3	i	/	0.0	0.3	-2	-0.4	0
COC(=O)C1=C(C)N(Cc2ccccc2)C(=NCc2cc(OC)c(OC)c(OC)c2)N[C@H]1CCc1ccccc1	-1	/	21	i	/	0.6	0.9	-1	0.6	11

Following part
SMILES	CCHFV vOTU inh	3CLpro inhibitor	SSB-PriA inh	Vc quorum ag	DUSP3 inh	BoNT-A LC inh2	TcdB inh	Anthrax LF prot	PfHsp40 yeast	Y pestis TopoI
Cc1cccc(NS(=O)(=O)c2cc3c(cc2C)NC(=O)CO3)c1	-5	-4	-5	-0.3	6	0.8	2.0	-1	-0.9	2
Cc1ccc(/C=N/NC(=O)c2cc(C)oc2C)cc1	3	2	i	0.6	-19	/	0.4	/	/	-3
CCN(C(=O)CSc1nc(N)cc(=O)[nH]1)C1CCS(=O)(=O)C1 (stereo not drawn)	-6	/	-19	i	/	-1.0	1.3	4	-2.4	-2
COc1ccc(/C=N/Nc2nc(Nc3ccccc3)nc(N3CCCCC3)n2)c(OC)c1	15	5	/	-0.4	-8	-0.4	/	-1	3.6	-12
Cc1cc(C)c(C(N)=O)c(NC(=O)Nc2ccccc2)n1	-9	-2	2	7.1	25	-0.4	/	-4	-0.1	2
COc1ccc(CC/C(C)=N\NC(N)=O)cc1	-1	8	/	i	-11	-1.1	0.3	-1	0.0	-9
COc1ccc(F)cc1S(=O)(=O)n1cc(C)nc1-c1ccccc1	14	1	-18	0.7	17	0.8	/	-5	-0.1	2
COc1ccc(C(=O)OCC(=O)NCCN2C(=O)CSC2=O)cc1	1	3	-6	i	26	-0.5	0.2	-4	-0.7	-12
Cc1ccc(OCCCN(C)C)c(Br)c1	12	-5	5	i	24	-1.0	/	-1	2.5	6
CCc1noc(C)c1C(=O)Nc1ccc(C)c(S(=O)(=O)N2CCCCCC2)c1	19	/	1	5.3	/	0.9	0.7	-2	0.2	10
COc1ccc(C(=O)OCC(O)COC(=O)c2ccc(OC)cc2)cc1	6	/	-22	-0.6	/	2.9	1.0	?	/	3
NC(=O)CSc1nnc(-c2ccoc2)o1	15	-3	-7	i	14	-2.0	/	-4	2.1	0
CCn1c(=O)c2ccccc2n2c(SCC(N)=O)nnc12	-13	-4	-1	-0.4	17	-5.4	2.3	-4	0.1	3
NC(=O)/C(N=Nc1ccccc1)=N/Nc1ccccc1	20	/	/	i	/	-0.5	-3.3	5	-1.1	-11
CCOC(=O)C1(C)CCCCCN1C(=O)c1ccc(OC)c(C(F)(F)F)c1 (stereo not drawn)	35*	/	/	-0.7	/	0.5	0.1	1	/	5
S=c1sc2c(N3CCN(Cc4ccccc4)CC3)ncnc2n1-c1ccccc1	3	0	5	i	20	-0.2	/	-4	0.4	0

The list is partial, so the mix of outcomes need not match the whole.
